CIT2-GFP yeast: modulators of CIT2-GFP expression in yeast, primary screen, S. cerevisiae, GFP fusion, multiplex flow cytometry, MLPCN library. S. cerevisiae CIT2-GFP strain, 3 h; 100 means same as DMSO wells. GFP response vs DMSO, % at 10 µM. 320,000 tested, 0.065% active. AID 2029, 2009;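 active means GFP response relative to DMSO above a set limit, near the screen mean plus 3 SD, cut at about 150% in these data; inconclusive means Fewer than 70 cells measured for a yeast strain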;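 further: ratio of well median GFP fluorescence to mean of DMSO wells on the plate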
procasp3 activ: activators of human procaspase-3 D3A mutant, primary screen, biochemical, absorbance, PC-3 D3A mutant, single concentration; Caspase-3 (Homo sapiens), P42574; recombinant procaspase-3 D3A, Ac-DEVD-pNA absorbance 405 nm; activation, % at 8.5 µM; 330,000 tested, 0.11% active; AID 463141, 2010;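 active means activation above the mean of all tested compounds plus 3 SD, cut at about 21% in these data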;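 further: 0% = DMSO alone and 100% = DMSO wells spiked with extra 5 µM PC-3 D3A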
Target sequence (P42574 whole entry D9A/D28A/D175A): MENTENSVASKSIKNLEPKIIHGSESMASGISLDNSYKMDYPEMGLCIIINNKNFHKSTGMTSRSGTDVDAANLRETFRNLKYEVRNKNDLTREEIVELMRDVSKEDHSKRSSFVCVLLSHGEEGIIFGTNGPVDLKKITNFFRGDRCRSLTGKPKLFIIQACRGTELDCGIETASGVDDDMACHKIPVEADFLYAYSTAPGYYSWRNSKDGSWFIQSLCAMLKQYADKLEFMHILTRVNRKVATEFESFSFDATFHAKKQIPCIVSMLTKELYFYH
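Assay system – Procaspase-3 D3A mutant, all three cleavage aspartates alanine · Controls – DMSO-only low control, 5 µM PC-3 D3A high control · Schedule – 1 h compound preincubation, 2 h substrate hydrolysis at 25 °C · Signal – 405 nm absorbance of p-nitroaniline, reads at 0 and 120 min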
AHR act: AHR activators, primary screen, cell-based, luminescence, luciferase reporter, human | Aryl hydrocarbon receptor (Homo sapiens), P35869 | AHR-responsive luciferase reporter cells | activation, % at 5 µM | 320,000 tested, 2.5% active | AID 2796, 2010; in the data active means activation above about 47%;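 further: 0% = vehicle wells and 100% = reference agonist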
Target sequence (P35869 whole entry, looked up): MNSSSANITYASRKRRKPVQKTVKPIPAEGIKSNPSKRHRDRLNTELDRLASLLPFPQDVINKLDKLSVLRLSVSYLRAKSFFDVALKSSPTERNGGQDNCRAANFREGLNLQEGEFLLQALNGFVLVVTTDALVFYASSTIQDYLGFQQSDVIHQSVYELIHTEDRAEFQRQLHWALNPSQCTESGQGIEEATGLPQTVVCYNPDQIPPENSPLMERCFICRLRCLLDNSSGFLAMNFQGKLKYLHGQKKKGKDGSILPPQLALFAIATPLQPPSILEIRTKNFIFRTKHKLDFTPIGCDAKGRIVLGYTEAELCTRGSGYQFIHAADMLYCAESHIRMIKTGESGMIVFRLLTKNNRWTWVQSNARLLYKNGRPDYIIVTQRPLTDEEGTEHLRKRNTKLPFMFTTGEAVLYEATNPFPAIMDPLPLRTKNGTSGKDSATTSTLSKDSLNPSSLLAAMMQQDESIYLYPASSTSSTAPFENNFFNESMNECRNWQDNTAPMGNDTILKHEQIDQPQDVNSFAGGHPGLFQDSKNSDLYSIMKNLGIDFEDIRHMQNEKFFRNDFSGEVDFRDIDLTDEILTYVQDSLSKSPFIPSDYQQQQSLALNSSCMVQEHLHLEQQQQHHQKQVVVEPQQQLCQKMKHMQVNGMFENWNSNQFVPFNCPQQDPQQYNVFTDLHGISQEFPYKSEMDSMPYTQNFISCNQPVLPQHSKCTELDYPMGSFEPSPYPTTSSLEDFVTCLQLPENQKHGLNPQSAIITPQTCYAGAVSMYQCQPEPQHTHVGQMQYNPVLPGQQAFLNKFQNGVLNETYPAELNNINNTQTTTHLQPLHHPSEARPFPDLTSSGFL
RPL19A TOR yeast: RPL19A-GFP expression modulators in yeast, primary screen, cell-based, S. cerevisiae, multiplex flow cytometry, MLPCN | S. cerevisiae RPL19A-GFP strain, 3 h; stronger effect = lower value | AID 2025, 2009 | 330,000 tested, 0.3% active | percent response vs DMSO, % at 10 µM;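 active means percent response vs DMSO below 50%; inconclusive means fewer than 70 events counted for the yeast strain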;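 further: median channel GFP fluorescence of the barcoded RPL19A-GFP strain; ratio of sample median GFP to plate DMSO average so 100% = DMSO; lower means less RPL19A-GFP as with rapamycin TOR inhibition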
proCasp7 act: procaspase-7 activators, primary screen, counter-screen for procaspase-3 activator project, biochemical, absorbance, HTS, human; 330,000 tested, 0.093% active; AID 463210, 2010; Caspase-7 (Homo sapiens), P55210; activation, % at 8.5 µM; recombinant procaspase-7, Ac-DEVD-pNA absorbance 405 nm; D23A/D198A/D206A triple mutant, cannot self-cleave; scale: DMSO 0, 5 µM enzyme 100;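 active means percent activation above the screen-wide mean plus 3 SD, cut at about 25% in these data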
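Assay system: Uncleavable procaspase-7 mutant enzyme | Input: 2 µM procaspase-7 mutant as dispensed | Timing: 1 h compound preincubation, 2 h substrate cleavage, 25 °C | Repeats: One well per compound | Control set: DMSO wells as 0%, DMSO with 5 µM added PC-7 as 100% | Technique: Epi-absorbance of released pNA at 405 nm, two timepoints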
MEP2 TOR yeast: modulators of MEP2-GFP levels in yeast, primary screen, S. cerevisiae, multiplex flow cytometry, MLPCN library. S. cerevisiae MEP2-GFP strain, 3 h; 100% = DMSO control level. GFP response vs DMSO, % at 10 µM. 330,000 tested, 0.51% active;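 active means GFP response versus DMSO above a set limit, roughly screen mean plus 3 SD, cut at about 180% in these data; inconclusive means fewer than 70 cells counted for a yeast strain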;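 further: median GFP fluorescence of the barcode-gated MEP2-GFP cells per well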
AGP1 TOR yeast: modulators of AGP1-GFP expression in yeast TOR pathway, primary screen, cell-based, multiplex flow cytometry, S. cerevisiae, MLPCN library; AID 2066, 2009; 3 h; GFP as percent of DMSO wells; 320,000 tested, 0.02% active; GFP response vs DMSO, % at 10 µM;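 active means GFP response relative to DMSO above a set limit, near screen average plus 3 SD, cut at about 150% in these data; inconclusive means fewer than 70 cells counted for the yeast strain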;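 further: median GFP channel fluorescence of the gated AGP1 strain per well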
LAP4 TOR yeast: modulators of LAP4-GFP expression in yeast, primary screen, S. cerevisiae, multiplex flow cytometry, MLPCN library; 3 h; median GFP as percent of DMSO wells; GFP response vs DMSO, % at 10 µM; 320,000 tested, 0.34% active; AID 2023, 2009;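 active means GFP response vs DMSO above a set limit, about the screen mean plus 3 SD, cut at about 150% in these data; inconclusive means under 70 cell events counted for the yeast strain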
* marks the source's active call; other numbers are inactive results; ? = inconclusive; · = not tested or not shown; [ ] = another dose, or the depositor's remark.

SMILES | CIT2-GFP yeast | procasp3 activ | AHR act | RPL19A TOR yeast | proCasp7 act | MEP2 TOR yeast | AGP1 TOR yeast | LAP4 TOR yeast
CC(Sc1nnc(-c2ccc(Cl)cc2)n1C)C(N)=O (stereo not drawn) | 89 | -3 | 6 | 96 | 7 | 95 | 95 | 95
Cc1cccc(C)c1OCCCCN1CCCCC1 | 102 | 1 | -2 | 102 | 5 | 108 | 97 | 91
COc1cc2c(cc1OC)C1C/C(=N\O)C(CC(C)C)CN1CC2 (stereo not drawn) | 113 | -4 | 7 | 99 | 4 | 105 | 101 | 108
COC(=O)c1cccc(CSc2nnc(-c3ccco3)n2-c2ccccc2)c1 | 108 | -3 | 2 | 103 | 8 | 119 | 108 | 109
CN(Cc1ccccc1)S(=O)(=O)c1ccc(Cl)c(C(=O)N2CCC2)c1 | 100 | 4 | 1 | 98 | -2 | 101 | 100 | 102
O=C(c1ccccc1)c1ccc2nc(-c3ccco3)c(-c3ccco3)nc2c1 | ? | -7 | 1 | 91[may fluoresce violet] | -25 | 184*[may fluoresce violet] | 19[may fluoresce violet] | 134[may fluoresce violet]
O=C(CCc1ccccc1)NNC(=S)Nc1ccc(F)cc1 | 96 | -2 | -1 | 99 | -4 | 102 | 92 | 91
CC1=C(C(=O)OCC2CCCCC2)C(c2cccc(O)c2)NC(=O)N1 (stereo not drawn) | 93 | 5 | 0 | 100 | 6 | 99 | 94 | 100
Cc1ccc(S(=O)(=O)C2CCOC2=O)cc1 (stereo not drawn) | 104 | 6 | -1 | 102 | 10 | 104 | 105 | 103
CCCCOc1ccc(C(=O)Nc2ccncc2)cc1 | 103 | -3 | 0 | 98 | 14 | 103 | 103 | 105
CC1=NN(c2nc(-c3ccccc3)cs2)C(=O)C1 | 86 | -6 | 5 | 93 | -1 | 92 | 86 | 87
Cc1c(C(=O)NCc2ccccn2)sc2nc(-c3ccc(F)cc3)cn12 | 102 | -2 | -11 | 100 | 3 | 103 | 98 | 110
CCCc1c(C)c2cc(C)ccc2[nH]c1=O | 89 | 4 | 11 | 94 | 2 | 102 | 90 | 120
S=C(NCCc1ccccn1)Nc1cccc(Cl)c1 | 99 | -10 | -7 | 104 | 7 | 97 | 97 | 91
CCOc1ccc2nc3sc(C(=O)N4CCOCC4)c(N)c3cc2c1 | 95 | -2 | 13 | 94 | -8 | 99 | 86 | 97
CCN(CC)S(=O)(=O)c1cccc(C(=O)N/N=C2\CC(=O)CC(C)(C)C2)c1 | 82 | 10 | -1 | 94 | 6 | 106 | 99 | 114
C=C(Cl)COc1ccc2c(CCC)cc(=O)oc2c1 | 92 | 2 | 5 | 97 | 15 | 103 | 96 | 109
CCc1ccccc1NC(=O)CN(C)C(=O)Cn1cc(C(F)(F)F)cc(Cl)c1=O | ? | 1 | -1 | ? | 3 | ? | ? | ?
CN(CC(=O)Nc1ccc(S(=O)(=O)N2CCCC2)cc1)Cc1ccc(Cl)cc1Cl | 96 | -12 | 16 | 99 | 14 | 102 | 87 | 87
CC(=O)Nc1ccc(NC(=O)CSc2nnc(NC(=O)Cc3ccc(F)cc3)s2)cc1 | 94[may fluoresce red] | -5 | -3 | ? | -2 | 96[may fluoresce red] | 99[may fluoresce red] | 86[may fluoresce red]
Cc1cccc(C)c1NC(=O)COc1cccc(/C=N/NC(=O)C(=O)NCc2ccccc2)c1 | 97 | -5 | 1 | 95 | 11 | 103 | 99 | 97
O=C(Nc1ccc(Cl)cc1)Nc1ccc(N2CCCC2)c(S(=O)(=O)Nc2ccccc2Cl)c1 | 103 | 0 | 6 | 105 | -2 | 108 | 103 | 101
O=C(OCc1nc2ccccc2s1)[C@@H]1CCCN1S(=O)(=O)c1ccccc1F | 102 | -4 | 17 | 94 | 1 | 94 | 95 | 96
Cc1nnc(SCC(=O)NC(C)(C)C)n1NCc1ccc(N(C)C)cc1 | ? | 10 | -1 | ? | 12 | 101[may fluoresce red and violet] | 86[may fluoresce red and violet] | 92[may fluoresce red and violet]
CCOC(=O)Cn1c(C(C)=O)nc2ccccc21 | 100 | -3 | 1 | 94 | 2 | 104 | 100 | 94
O=C(COC(=O)c1ccc(Br)o1)NCC1CCCO1 (stereo not drawn) | 109 | -8 | -1 | 102 | 9 | 104 | 101 | 100
O=C(CSc1ccccc1Cl)N1CCOCC1 | 106 | 2 | 0 | 104 | 6 | 99 | 106 | 86
COc1cc(/C=N/NC(=O)C2C3CCCCC32C)cc(Br)c1O (stereo not drawn) | 95 | 0 | -1 | 99 | 2 | 83 | 90 | 90
CC(C)n1cnc2c(Nc3cccc(F)c3)nc(NCCO)nc21 | 94 | -5 | 66* | 97 | 2 | 94 | 88 | 122
CC1CN(Cc2nc3c(c(=O)[nH]c(=O)n3C)n2CCCc2ccccc2)CC(C)O1 (stereo not drawn) | 88 | 1 | 0 | 92 | -11 | 93 | 89 | 88
COc1ccc2cc(C(=O)NCc3ccco3)c(=Nc3ccc(C(=O)O)cc3)oc2c1 | 99 | -10 | -6 | 104 | 14 | 102 | 104 | 101
Nn1c(SCC(=O)Nc2nnc(-c3ccccc3)o2)nnc1C1CC1 | 91 | -3 | 2 | 99 | 0 | 94 | 105 | 105
CCOc1ncccc1C(=O)Nc1cccc(-c2nnc3n2CCCCC3)c1 | 105 | 6 | 47* | 106 | 2 | 104 | 105 | 106
O=C(Nc1cccc(Cl)c1)C1C2C=CC3(O2)C1C(=O)N(CCN1CCCCC1)C3C(=O)NC1CCCCC1 (stereo not drawn) | 100 | 6 | 1 | 104 | -3 | 99 | 103 | 90
COc1ccccc1NC(=O)CSc1nnc(C2CCCCC2)n1N | 99 | 8 | 4 | 90 | 4 | 103 | 92 | 87
O=C(O)CCCCCn1c(SCc2cc(=O)n3ccccc3n2)nc2ccsc2c1=O | 120 | 0 | -1 | 110 | 4 | 120 | 112 | 113
CC(=O)c1c(C)[nH]c(C(=O)N2CC(C)CC(C)C2)c1C (stereo not drawn) | 110 | -13 | 14 | 104 | -5 | 113 | 106 | 104
CCc1ccccc1NCc1cc(=O)oc2cc(C)ccc12 | 73 | -6 | 11 | 87 | -9 | 74 | 84 | 92
COC(=O)c1ccc(COC(=O)Cc2n[nH]c(=O)c3ccccc23)cc1 | 107 | 2 | 1 | 107 | 6 | 127 | 113 | 122
Cc1cccc(C(=O)Nc2ccc(NC(=O)Cc3ccc(Cl)cc3)cc2)c1 | 90 | 0 | -1 | 101 | -11 | 99 | 95 | 93
COc1ccc(OC)c(NC(=O)CSc2nc3cccnc3n2C)c1 | 86 | -2 | 7 | 93 | 6 | 96 | 90 | ·
CSc1nc(N)c2c(n1)OC(N)=C(C#N)C2c1cccnc1 (stereo not drawn) | 102 | 4 | -1 | 106 | 0 | 102 | 98 | 78
CC(NC(=O)c1ccc(CS(=O)(=O)c2ccc(Cl)cc2)o1)c1ccc2c(c1)OCCO2 (stereo not drawn) | 99 | 3 | 0 | · | -4 | 104 | 104 | 99
CCN(CC(=O)Nc1c(F)cccc1F)C(=O)c1ccc(COc2ccccc2)o1 | 97 | 6 | -1 | 96 | 5 | 95 | 104 | 100
Nc1ncnc2c1cnn2-c1ccccc1 | 110 | 5 | 6 | 104 | -5 | 109 | 107 | 105
CCN(c1ccc(OC)cc1)S(=O)(=O)c1nnc(NC(=O)CC(C)C)s1 | 103 | 7 | 6 | 101 | -1 | 94 | 98 | 87
Cn1nccc1C(=O)c1ccc(Cl)cc1 | 105 | -4 | -1 | 104 | -2 | 108 | 109 | 99
Cc1ccccc1-c1cc(C(=O)NCc2cccc(C(F)(F)F)c2)nn1CC1CC(c2cccc([N+](=O)[O-])c2)=NO1 (stereo not drawn) | 124 | 6 | 1 | 98 | 1 | 92 | 91 | 134

Single records, as listed above.
Results for CC(NC(=O)c1ccc(CS(=O)(=O)c2ccc(Cl)cc2)o1)c1ccc2c(c1)OCCO2 (stereo not drawn) : CIT2-GFP yeast: 99; procasp3 activ: 3; AHR act: 0; RPL19A TOR yeast: ·; proCasp7 act: -4; MEP2 TOR yeast: 104; AGP1 TOR yeast: 104; LAP4 TOR yeast: 99
Results for CCN(c1ccc(OC)cc1)S(=O)(=O)c1nnc(NC(=O)CC(C)C)s1 : CIT2-GFP yeast: 103; procasp3 activ: 7; AHR act: 6; RPL19A TOR yeast: 101; proCasp7 act: -1; MEP2 TOR yeast: 94; AGP1 TOR yeast: 98; LAP4 TOR yeast: 87

(list continues)
SMILES | CIT2-GFP yeast | procasp3 activ | AHR act | RPL19A TOR yeast | proCasp7 act | MEP2 TOR yeast | AGP1 TOR yeast | LAP4 TOR yeast
CN(c1ccc(C(=O)NCc2ccco2)cc1)S(C)(=O)=O | 90 | 3 | 1 | 97 | 8 | 101 | 96 | 90
COc1ccc(C2(CNC(=O)c3ccccc3)CCOCC2)cc1 | 96 | -2 | 1 | 98 | 6 | 97 | 103 | 105
CSc1nncc(/C(C)=N/O)n1 | 108 | 10 | -1 | 109 | 2 | 97 | 106 | 98
COc1cc(C(c2c(C)n(C)n(-c3ccccc3)c2=O)c2c(C)n(C)n(-c3ccccc3)c2=O)cc(Br)c1O | 103 | 2 | 4 | 110 | -2 | 111 | 103 | 96
COC(=O)C1=C(C(=O)OC)[C@@H]2N(C)c3ccc(OC)cc3[C@@]23C[C@@H](C(=O)OC)N(C(=O)NC2CCCCC2)C3=N1 | 96 | 1 | 1 | 102 | 12 | 95 | 91 | 125
O=c1c2c(-c3cccs3)csc2ncn1-c1ccccc1 | 79 | 1 | 6 | 92 | 6 | 93 | 91 | 88
Cc1cc(C)nc(NC(=O)NC(=O)c2ccccc2)n1 | 101 | 4 | 16 | 101 | -4 | 100 | 96 | 94
Cc1ccsc1C(=O)OCC(=O)N(Cc1ccccc1)C(C)C | 98 | -5 | -1 | 101 | 7 | 102 | 104 | 104
COCCCNC(=S)N1CCN(c2nc3ccccc3s2)CC1 | 100 | 10 | -3 | 108 | -1 | 102 | 92 | 94
Fc1cccc(Cl)c1CSc1nnc2ccccn12 | 81 | 1 | 2 | 94 | -1 | 96 | 92 | 93
Cc1ccccc1NC(=O)CN1C(=O)S/C(=C/c2cccnc2)C1=O | 110 | 8 | 2 | 98 | -11 | 104 | 108 | 109
CCn1c(SCC(=O)Nc2nncs2)nnc1C(C)NC(=O)c1ccccc1Br (stereo not drawn) | 115 | -6 | 0 | 110 | -16 | 106 | 109 | 95
CC(=O)Nc1ccc(N2C(=O)CC(N3CCSCC3)C2=O)cc1 (stereo not drawn) | 92 | -26 | -3 | 103 | -14 | 100 | 96 | 93
CN(CC(=O)NC1CCCCC1)S(=O)(=O)c1ccc2c(c1)c(=O)n(C)c(=O)n2C | 102 | 6 | -2 | 102 | -1 | 102 | 102 | 94
